# FUS suppressor – suppressors of FUS proteinopathy in yeast. S. cerevisiae FUS-expressing, growth rescue, OD600, 24 h. Potency, µM (titrated, usually from 76.6 µM), inactives show top-dose growth rescue (activation), hits mostly activators. 0.24% of 390,000 active;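 further: potency means the concentration at half of the fitted maximal effect; plate controls were DMSO vehicle for no effect and reference control for full effect; nearly all actives have a fitted effect of over 55% in size; some results filed as inactive show a strong effect at the top dose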
#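 Toxicity suppression screen in FUS-yeast. Cells induced with 2% galactose, starting OD 0.005, treated 24hr at 30C with compounds at multiple final concentrations; growth by OD600.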
# IL2 activator – IL-2 activation; IL-2 activation reporter assay, cell-based qHTS; stimulated with anti-CD3/CD4/CD28 beads; in transgenic mouse T cells; activation, % (series mostly up to about 46 µM); 0.065% of 360,000 active; AID 652025; in the data active means activation above about 50%; inconclusive means mostly about 30% to 49%; further: 0% is about no effect
#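 Unstimulated transgenic mouse T cells; 60-min compound exposure; bead-based TCR/CD4/CD28 stimulation; 18 h culture, 37 degrees C; dual fluorescence (EGFP, DsRed) plate cytometry.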
# Abeta yeast res – restores growth of yeast expressing A-beta42 peptide; yeast expressing A-beta42, growth rescue, OD600, 48 h; response scale: 0% DMSO, 100% iron-clioquinol control; Potency, µM (doses to about 46.1 µM), inactives show top-dose growth rescue, actives largely listed as activators; 0.063% of 410,000 active; AID 1347071; further: potency means the concentration at half of the fitted maximal effect; nearly all actives have a fitted effect of over 55% in size
#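 Yeast growth medium received pinned compounds, then yeast cells expressing toxic A-beta were added; plates incubated at 30 C for 48 hr. Growth read as absorbance at 600 nm, normalized to DMSO and equimolar FeCl3 plus clioquinol controls.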
# EPAC1 antag – blocks human EPAC1 exchange factor; O95398; AID 720709; EPAC1 GEF assay, Rap1b-BODIPY-GDP exchange fluorescence; 0.14% of 360,000 active; Potency, µM (highest dose often 115 µM), for the others: at the highest dose activity change, negative = inhibition, usual class: inhibitors;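 further: potency means the concentration at half of the fitted maximal effect; plate controls were vehicle for no effect and positive control for full effect; nearly all actives have a fitted effect of over 50% in size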
# Target sequence (O95398 whole entry, looked up): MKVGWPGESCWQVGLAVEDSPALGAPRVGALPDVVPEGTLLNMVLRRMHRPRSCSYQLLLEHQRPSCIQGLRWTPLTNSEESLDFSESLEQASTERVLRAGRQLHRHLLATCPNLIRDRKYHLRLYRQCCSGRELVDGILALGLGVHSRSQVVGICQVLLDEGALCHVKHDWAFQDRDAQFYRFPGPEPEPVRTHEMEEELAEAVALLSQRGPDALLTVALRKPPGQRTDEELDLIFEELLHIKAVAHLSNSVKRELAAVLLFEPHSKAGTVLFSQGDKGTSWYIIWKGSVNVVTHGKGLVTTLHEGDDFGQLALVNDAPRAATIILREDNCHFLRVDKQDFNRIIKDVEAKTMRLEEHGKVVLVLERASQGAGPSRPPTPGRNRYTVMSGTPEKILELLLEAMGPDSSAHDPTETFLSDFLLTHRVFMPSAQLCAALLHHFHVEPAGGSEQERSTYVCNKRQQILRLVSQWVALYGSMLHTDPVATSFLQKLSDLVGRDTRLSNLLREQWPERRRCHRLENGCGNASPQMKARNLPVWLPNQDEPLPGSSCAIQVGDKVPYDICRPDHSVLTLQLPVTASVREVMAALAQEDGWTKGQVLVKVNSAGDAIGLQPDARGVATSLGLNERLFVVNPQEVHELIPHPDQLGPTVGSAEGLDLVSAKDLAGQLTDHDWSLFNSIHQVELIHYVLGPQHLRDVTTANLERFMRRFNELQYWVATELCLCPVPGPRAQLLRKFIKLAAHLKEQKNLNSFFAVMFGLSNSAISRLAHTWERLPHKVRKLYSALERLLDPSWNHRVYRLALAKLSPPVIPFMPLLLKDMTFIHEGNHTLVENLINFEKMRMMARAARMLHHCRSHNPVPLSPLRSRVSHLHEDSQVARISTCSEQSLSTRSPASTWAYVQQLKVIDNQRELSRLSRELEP
# aSyn rescue – inhibitors of alpha-synuclein toxicity in yeast | Yeast expressing alpha-synuclein, growth rescue, BacTiter-Glo, 24 h | Potency, µM (series often up to 46.1 µM), inactives show at the highest dose growth rescue (activation), most hits filed as activators | 0.14% of 370,000 active | AID 652106; further: potency means the concentration at half of the fitted maximal effect; % of control where 0% means no effect; nearly all actives have a fitted effect of over 65% in size
#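 Rescue of yeast growth: cells expressing toxic alpha-synuclein, induced in galactose at OD600 0.02, incubated with compound 24 h at 30 C. ATP luminescence quantified growth; inhibitors of toxicity appear as activators.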
# WRN inhibitor – WRN helicase (human) inhibition; Q14191; WRN helicase unwinding, fluorescent forked duplex, kinetic; Potency, µM (doses to about 114 µM), inactives show at the top dose activity change, negative = inhibition, most hits filed as inhibitors; 0.46% of 360,000 active; further: potency means the concentration at half of the fitted maximal effect; on the % scale 0 is the no-effect control and ±100 the full control effect; nearly all actives have a fitted effect of over 55% in size
#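 WRN at 20 nM final preincubated with compound 15 min at room temperature; reaction started with 100 nM fluorophore/quencher forked duplex oligonucleotide and 2 mM ATP final. Unwinding followed kinetically by red fluorescence (ex 525, em 598 nm).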
# PLK1 PBD inh – blocks phosphopeptide binding to human PLK1 polo-box domain. 2.8% of 360,000 active. P53350. Plk1 PBD binding of FITC phosphopeptide, fluorescence polarization. Potency, µM, for the others: max response, negative = inhibition, usual class: inhibitors; further: potency means the concentration at half of the fitted maximal effect; series mostly up to about 57 µM; on the % scale 0 is the no-effect control and ±100 the full control effect; nearly all actives have a fitted effect of over 65% in size
# PI5P4K alpha inh – blocks human PI5P4K alpha kinase activity; P48426; PI5P4Kalpha enzyme, ADP-Glo luminescence, 60 min; stronger effect = lower value; max response, %; 1.2% of 330,000 active; AID 652105; active means max response of -50% or lower; inconclusive means between -30% and -50%; inactive means -30% or higher; further: value at the top dose of about 77 µM; on the % scale 0 is the no-effect control and ±100 the full control effect
#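 Controls without substrate or without enzyme flank wells where PI5P4Kalpha converts substrate using 5 microM ATP (final). Incubation lasts 60 minutes at room temperature; ADP formed is read by ADP-Glo luminescence.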
# EPAC1 agonist – agonists of human EPAC1. Potency, µM (highest dose often 154 µM), for inactives: at the highest dose activation, actives largely listed as activators. 0.073% of 360,000 active. O95398. AID 720707. EPAC1 agonist qHTS, biochemical assay; response scale: 100% = response to 6.5 mM cAMP; further: potency means the concentration at half of the fitted maximal effect; nearly all actives have a fitted effect of over 60% in size
#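 Read-out is the fluorescence drop as BODIPY-GDP leaves Rap1B (480 nm excitation, 540 nm emission), recorded every 5 minutes over 30 minutes. Reactions held 100 nM EPAC1, 250 nM Rap1B–BODIPY-GDP and 50 uM GDP, with 6.5 mM cAMP setting full activation.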
# * = called active by the depositor; ? = inconclusive; · = no result given; [ ] = dose if it differs, or a comment. Unless noted, the call rests on the fitted dose curve; in most records, active means well fitted curve in the direction sought with a large enough effect; inconclusive means small, poorly fitted or top-dose-only effect, or another doubt; inactive means no such curve, though single readings can be large; an effect the other way counts as inactive or inconclusive.
SMILES,FUS suppressor,IL2 activator,Abeta yeast res,EPAC1 antag,aSyn rescue,WRN inhibitor,PLK1 PBD inh,PI5P4K alpha inh,EPAC1 agonist
COc1ccc(CNC(=O)CN(C(=O)c2csnn2)c2cnc3ccccc3c2)cc1,13.2%,-0.1,7.5%,4.2%,1.7%,-2.9%,-7.4%,-6.4,4.2%
Cn1c(SCC(N)=O)nnc1-c1ccccc1,1.2%,-2.4,0.8%,1.9%,-1.4%,-0.6%,-0.3%,·,-2.4%
O=C(CC1S/C(=N/N=C/c2cccs2)NC1=O)Nc1ccccc1F (configuration not stated),2.8%,-0.7,-3.3%,-9.2%,0.1%,0.1%,-10.0%,2.9,-6.4%
CCOC(=O)c1c(N)sn(-c2ccccc2)c1=S,-8.4%,0.4,16.3%,14.3%,-1.2%,2.0%,-2.2%,1.5,-0.4%
CN(C)S(=O)(=O)c1cccc(NC(=S)NN=C(Cc2ccccc2)Cc2ccccc2)c1,31.3%,-0.5,19.7%,9.6%,2.1%,-3.6%,1.2%,-13.1,-3.9%
COc1ccc(-c2csc(/C(C#N)=C\c3ccc(OC)c([N+](=O)[O-])c3)n2)cc1,-11.4%,2.7,-0.9%,-9.1%,-7.7%,0.8%,-5.2%,-6.8,3.8%
COc1ccccc1NCCC(=O)OCC(=O)NC1CCCCC1,17.3%,4.0,9.4%,-5.7%,-12.1%,3.4%,3.4%,-2.4,-7.9%
Cc1cccc(C(=O)NNC(=O)c2ccccc2-n2cccc2)c1,14.1%,-3.6,0.0%,6.0%,-8.1%,-4.2%,-16.7%,-6.6,-1.1%
CC(NC(=O)C1CCN(Cc2ccccc2)CC1)c1cccc2ccccc12 (configuration not stated),-0.1%,-0.3,-9.6%,0.0%,1.2%,-1.0%,7.2%,2.2,1.4%
COc1ccc(Cl)cc1N/C(N)=N/c1nc(C)cc(=O)[nH]1,10.8%,0.7,-14.3%,7.8%,-2.1%,-4.0%,0.8%,1.6,1.6%
COC(=O)c1ccc(S(=O)(=O)NCCSc2nnc3c4ccccc4n(C)c3n2)cc1,-6.1%,-0.1,?,0.0%,-0.6%,-12.6%,-5.3%,·,0.0%
Cc1cccc(-c2c3c(=O)n(C)c(=O)n(C)c3cn2-c2ccccc2O)c1,?,0.3,-2.4%,-1.8%,-9.0%,-2.5%,-9.5%,0.7,3.9%
C#CCOCCOCCOCCNc1nc(N2CCN(C(=O)Cn3cc(CCO)nn3)CC2)nc(N2CCN(C(=O)Cn3cc(CCCN=C(N)N)nn3)CC2)n1,-11.4%,1.2,-6.7%,-10.4%,-2.5%,11.3%,-13.2%,1.3,-6.0%
O=C(O)c1ccc2c(c1)C(=O)N(c1cccc(S(=O)(=O)Nc3cccc(C(F)(F)F)c3)c1)C2=O,12.8%,0.9,4.2%,-8.2%,-2.7%,-6.4%[57.1 µM],0.5%,-20.4,1.7%
O=C(Cn1c(=O)c(=O)n(Cc2ccccc2)c2ccc(Cl)cc21)NCC1CCCO1 (configuration not stated),-13.0%,-0.6,-4.2%,2.6%,-1.6%,0.4%,1.2%,-9.0,-0.5%
Cc1c(C)c2c(OCC(=O)N3CCC(O)CC3)cc3c(c2oc1=O)CCC(C)(C)O3,24.4%,0.0,-1.3%,-3.9%,0.7%,-2.9%,1.8%,-1.4,-18.0%
Cc1cccc(NC(=O)CSc2cccc3cccnc23)c1C,12.3%,-3.1,-1.7%,7.1%,-0.6%,6.3%,?,10.3,-3.5%
CCCCN(C)C(=O)c1sc(=O)n(Cc2c(C)cccc2C)c1C,7.9%,0.8,2.1%,-13.9%,?,2.4%[57.1 µM],-6.8%,0.8,-3.9%
CC(=O)Nc1ccc(NC(=O)CSc2nnnn2C2CCCCC2)cc1,15.9%,-4.0,-12.8%,18.4%,0.0%,18.4%,-1.7%,2.9,0.6%
CN1CCN(c2ccc(S(=O)(=O)N3CCOCC3)cc2NC(=O)COc2ccc(F)cc2Cl)CC1,·,-1.6,-6.4%,-5.5%,-3.8%,-0.3%,3.8%,-3.1,-7.2%
COc1ccc(C(=O)N/C(=C/c2ccco2)C(=O)NCc2ccco2)cc1,28.0%,1.3,-18.7%,-18.3%,0.3%,?,-19.0%,-6.4,2.9%
COc1ccc(-c2cn[nH]c2-c2ccc(OCc3ccc([N+](=O)[O-])cc3)cc2O)cc1OC,28.1%,-0.7,-3.7%,-4.7%,-1.5%,-8.9%,-3.7%,3.9,1.2%
Cc1c(F)cccc1NS(=O)(=O)c1ccccc1C#N,0.8%,-0.2,15.1%,13.1%,1.3%,-2.3%,-17.2%,·,-0.3%
O=C(O)c1ccccc1/C=N/NC(=O)C1CCCC1,-4.3%,-2.4,7.5%,2.3%,1.3%,-2.5%,-5.7%,-4.6,-0.5%
Cc1ccc(S(=O)(=O)N(Cc2ccccc2)c2ccccc2C(=O)NCc2ccco2)cc1,3.2%,1.8,-10.1%,-0.2%,0.9%,-20.1%[57.1 µM],-24.2%,·,6.3%

# Remaining list, next part:
SMILES,FUS suppressor,IL2 activator,Abeta yeast res,EPAC1 antag,aSyn rescue,WRN inhibitor,PLK1 PBD inh,PI5P4K alpha inh,EPAC1 agonist
CC(O)c1cc2c(s1)c1cnn(Cc3ccccc3F)c(=O)c1n2C (configuration not stated),-6.7%,-0.2,-1.6%,-1.0%,·,·,·,·,0.3%
O=C(NCc1nnc(SCC(=O)N2CCOCC2)o1)c1cccs1,-16.6%,0.5,-13.8%,-2.1%,-11.4%,0.8%,-3.9%,-4.4,2.8%
COc1ccc(OC)c(N=Cc2c(O)[nH]c3ccccc23)c1,·,-6.7,4.7%,?,-2.5%,-11.1%,-7.8%,6.1,4.3%
COc1cc(CCCN2C(=S)NC[C@@H]2c2ccccc2)cc(OC)c1OC,20.1%,-3.0,3.0%,-2.4%,-6.5%,9.3%,-1.4%,3.9,-20.9%
O=C(Nc1nc2ccccc2n1CCN1CCCC1)C1CCCCC1,?,-1.2,-8.7%,20.9%,-5.3%,-0.7%[57.1 µM],-8.3%,2.1,-7.6%
C=CC[C@H](CC(=O)N(CCO)Cc1ccccc1)C(=O)NC[C@H](OC(=O)[C@@H](CC=C)Cc1ccc(F)cc1)c1ccccc1,22.8%,-3.3,5.8%,-23.9%,-8.7%,-7.2%,-10.4%,-1.7,-31.4%[inhibitor]
CCOc1ccc2[nH]c(=O)c(CN(CCO)C(=O)c3ccc(Br)cc3)cc2c1,3.7%,1.1,1.8%,2.5%,1.9%,-15.2%,-0.2%,-6.3,-0.4%
Cc1cc(C)n(-c2nnc(C)n2/N=C/c2ccccc2F)n1,21.2%,-3.4,-0.8%,25.7%,-1.4%,5.4%,0.6%,7.6,-4.0%
O=C(C/C=N/OCc1ccc(F)cc1Cl)c1cnc(-c2ccccc2)s1,-14.3%,0.4,4.8%[9.22 µM],-24.5%,9.5%,-13.9%,-3.8%,-2.7,6.9%
O=c1cc(CO)oc(C(Nc2ccccn2)c2ccccc2F)c1O (configuration not stated),16.5%,-2.0,-9.0%,-21.4%,-8.6%,3.0%,?,-23.9,1.5%
N#Cc1sc2nc3c(c(-c4cccnc4)c2c1N)CCC3,1.7%,-0.5,0.8%,-4.9%,11.6%,-2.6%,-4.9%,·,-7.0%
CCC(=O)Nc1ccc(/C(C)=N\NC(=O)c2ccc(OC)cc2)cc1,·,-3.6,7.8%,1.5%,-0.4%,-0.9%,7.9%,2.9,0.1%
C/C(=N\Nc1ccc(Cl)c(C(=O)O)c1)c1cc2ccccc2o1,7.2%,-2.3,-5.5%,?,-4.0%,-20.6%,-13.7%,-4.6,-0.8%
Cc1ccc(C(=O)Oc2ccccc2C(=O)N2CCOCC2)cc1,16.3%,-2.1,3.6%,1.2%,0.9%,-6.4%,-6.0%,·,-5.7%
CCOC(=O)c1c(C)oc2ccc(NS(=O)(=O)c3ccc4c5c(cccc35)C(=O)N4)cc12,?,-0.2,2.6%,-1.0%,3.0%,-4.1%[11.6 µM],-4.8%,·,8.2%
CCC(C(=O)Nc1c(C)cc(C)cc1C)N1CCCCCC1 (configuration not stated),10.3%,0.4,-22.4%,7.5%,-5.2%,6.4%,-2.7%,1.0,-4.8%
COc1ccc(N=c2oc3c(OC)cccc3cc2C(=O)NCc2ccco2)cc1OC,21.3%,12.1,-13.4%,5.1%,-13.4%,6.7%,1.0%,·,-2.5%
COc1ccc(CCN2C(=O)CSC2c2ccc(OC)c(OC)c2)cc1OC (configuration not stated),-4.4%,0.1,-5.7%,-24.0%,4.1%,-5.2%,-13.9%,1.0,4.1%
COc1ccc(Cl)cc1S(=O)(=O)N1CCC(C(=O)NCCc2ccccc2)CC1,16.3%,-1.4,7.8%,2.7%,-0.3%,14.6%,-13.8%,-7.6,-6.4%
CC(C)Nc1nc(NC(C)C)nc(N(C)C#N)n1,4.0%,-2.6,10.8%,-14.0%,1.4%,-9.6%,-3.4%,0.4,0.8%
COc1ccccc1NS(=O)(=O)c1cc(NC(=O)c2cccnc2)ccc1N1CCCCC1,30.8%,-1.0,14.1%,-11.2%,6.4%,-10.2%,-11.5%,9.1,16.7%
COCCCNc1ncnc2c1sc1nc(-c3ccco3)c3c(c12)CC(C)(C)OC3,?,-7.0,-14.1%,-8.7%,0.7%,-8.1%,-3.4%,-1.4,-5.1%
Cc1csc(NC(=O)CSc2nnc(-c3ccncc3)o2)n1,-6.9%,-1.7,12.1%,1.0%,-1.3%,-15.0%[57.1 µM],-0.4%,-0.7,0.2%
